Source: PubChem BioAssay (National Center for Advancing Translational Sciences (NCATS))
Tb PYK inh: inhibitors of Trypanosoma brucei pyruvate kinase; Potency, µM (top dose mostly 76.8 µM), for the others: at the top dose activity, negative = inhibition, usual class: inhibitors; AID 624173; actives 0.12% (n = 410,000); Q57TT1; TbPYK enzyme, Kinase-Glo Plus ATP luminescence, 45 min; also: potency is read from the fitted curve at half-maximal effect; nearly all actives have a fitted effect of over 50% in size
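Assay buffer: 50 mM TEA pH 7.2, 100 mM KCl, 10 mM MgCl2, 0.05% BSA, 0.01% Tween-20. Pyruvate kinase from T. brucei plus substrate met compound, then ADP (130 uM final). Luminescence was read post 45 min RT.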
AmpC inh detg: blocks E. coli AmpC beta-lactamase in detergent assay; P00811; AmpC hydrolysis of nitrocefin, absorbance 480 nm, 0.01% Triton; Potency, µM (titrated, usually from 114 µM), without a hit: top-dose activity change, negative = inhibition, hits mostly inhibitors; actives 0.041% (n = 370,000); AID 485294;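 also: potency is read from the fitted curve at half-maximal effect; 0% = no-compound wells and -100% = no-enzyme wells; nearly all actives have a fitted effect of over 25% in size; some results filed as inactive show a strong effect at the top dose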
Target sequence (P00811 whole entry, looked up): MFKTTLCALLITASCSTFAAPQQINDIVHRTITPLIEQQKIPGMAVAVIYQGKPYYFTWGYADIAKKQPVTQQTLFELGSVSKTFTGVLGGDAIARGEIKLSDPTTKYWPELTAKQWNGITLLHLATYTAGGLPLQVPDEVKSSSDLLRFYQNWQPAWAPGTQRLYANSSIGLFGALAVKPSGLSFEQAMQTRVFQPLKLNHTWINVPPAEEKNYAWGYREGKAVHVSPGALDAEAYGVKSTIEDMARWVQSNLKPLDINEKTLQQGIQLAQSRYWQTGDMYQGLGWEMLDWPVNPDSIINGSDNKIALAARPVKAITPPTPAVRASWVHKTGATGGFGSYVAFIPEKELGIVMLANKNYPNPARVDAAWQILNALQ
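AmpC (5.3 nM in the dispensed reagent) in 20 mM phosphate pH 7.0 with 0.01% (detergent screen) or 0.0001% Triton X-100 was preincubated with compounds for 15 min at room temperature. Nitrocefin was then added from an 800 uM solution, and hydrolysis was followed at 480 nm.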
HCV inh: HCV inhibition; Huh7.5.1 HCVcc-Cre infection, luciferase reporter, 44 h; Potency, µM (highest dose often 41.8 µM), for the others: at the top dose activity change, negative = inhibition, actives largely listed as inhibitors; actives 3.4% (n = 340,000); also: potency is read from the fitted curve at half-maximal effect
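Cells (1,000/well) were plated 4 h before compound, then infected with HCVcc-Cre virus (~0.5 moi). After 44 h further culture, infection was read as luciferase luminescence following a 15 min substrate incubation at room temperature.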
LmPK inh: inhibitors of Leishmania mexicana pyruvate kinase; Q27686; purified LmPK, Kinase-Glo ATP luminescence, 1 h; Potency, µM (highest dose often 57.5 µM), without a hit: at the highest dose activity change, negative = inhibition, actives largely listed as inhibitors; actives 0.37% (n = 290,000); AID 1721; also: potency is read from the fitted curve at half-maximal effect
Target sequence (Q27686 whole entry, looked up): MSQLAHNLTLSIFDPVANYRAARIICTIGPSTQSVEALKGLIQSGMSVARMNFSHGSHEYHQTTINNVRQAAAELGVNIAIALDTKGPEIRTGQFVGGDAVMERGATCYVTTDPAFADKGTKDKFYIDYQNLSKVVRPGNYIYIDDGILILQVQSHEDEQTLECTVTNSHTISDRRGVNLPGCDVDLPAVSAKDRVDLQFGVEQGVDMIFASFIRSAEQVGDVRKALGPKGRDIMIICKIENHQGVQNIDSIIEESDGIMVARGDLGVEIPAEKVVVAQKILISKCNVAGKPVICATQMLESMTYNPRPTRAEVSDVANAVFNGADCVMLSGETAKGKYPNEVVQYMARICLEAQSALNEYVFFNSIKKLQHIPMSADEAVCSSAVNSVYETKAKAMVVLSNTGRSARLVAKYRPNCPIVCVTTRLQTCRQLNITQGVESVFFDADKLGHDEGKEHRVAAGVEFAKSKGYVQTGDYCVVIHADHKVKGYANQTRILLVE
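Screened at intermediate enzyme activity to detect both inhibitors and activators: LmPK at 0.1 nM, with a 0.5 nM enzyme column as activation reference. PEP 0.5 mM, ADP 0.1 mM; ATP detected by luminescence after 1 h.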
AmpC inh no detg: AmpC beta-lactamase inhibition without detergent. AID 485341. Potency, µM (highest dose often 57.1 µM), for inactives: top-dose activity change, negative = inhibition, hits mostly inhibitors. AmpC nitrocefin hydrolysis, absorbance 480 nm, 0.0001% Triton. P00811. actives 0.52% (n = 330,000);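 also: potency is read from the fitted curve at half-maximal effect; plate controls were no compound for no effect and no enzyme for full effect; nearly all actives have a fitted effect of over 20% in size; some results filed as inactive show a strong effect at the top dose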
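AmpC (5.3 nM in the dispensed reagent) in 20 mM phosphate pH 7.0 with 0.01% (detergent screen) or 0.0001% Triton X-100 was preincubated with compounds for 15 min at room temperature. Nitrocefin was then added from an 800 uM solution, and hydrolysis was followed at 480 nm.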
HCMV antiviral: human cytomegalovirus inhibition; activity change, negative = inhibition, % at 57.5 µM; HFF cells, HCMV-luciferase reporter, 72 h; active compounds read low; actives 4.5% (n = 410,000); AID 1259415; in the data active = activity change below about -60%; inconclusive = no clear call, values can overlap the other calls; inactive = above about -39%
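Inhibition of viral replication was scored as loss of reporter luminescence in HFFs infected with HCMV-luciferase (MOI 1 PFU/cell) for 72 h; compounds tested at 2 doses, normalized to buffer and Salinomycin controls.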
AMA1 RON2 block: inhibitors of Plasmodium falciparum AMA1-RON2 interaction | AlphaScreen AMA1-biotinylated RON2 peptide binding | Potency, µM (series often up to 58.2 µM), inactives show top-dose activity change, negative = inhibition, actives largely listed as inhibitors | actives 0.2% (n = 360,000) | AID 720542;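 also: potency is read from the fitted curve at half-maximal effect; 0% = vehicle wells and -100% = peptide control; nearly all actives have a fitted effect of over 45% in size; some results filed as inactive show a strong effect at the top dose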
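AMA1 (3D7) with his tag at 25 nM final met compounds first, then biotinylated RON2 peptide at 25 nM; detection used donor plus acceptor beads, 10 µg/mL apiece, read by AlphaScreen after 30 min at room temperature.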
* hit, by the source's call; ? = inconclusive; . = no result given; & = joins results of further samples; [ ] = another dose, or the depositor's remark. Unless noted, calls follow the shape of the dose curve; as a rule, active = well fitted curve in the direction sought with a large enough effect; inconclusive = small, poorly fitted or top-dose-only effect, or another doubt; inactive = no such curve, though single readings can be large; an effect the other way counts as inactive or inconclusive. Unless noted, % is scaled to controls: 0 for no effect and ±100 for the full control effect.

No.	canonical_smiles	Tb PYK inh	AmpC inh detg	HCV inh	LmPK inh
1	COCC(C)n1c(C)cc(C(=O)COC(=O)CN=C2NS(=O)(=O)c3ccccc32)c1C (stereo not drawn)	-2%	9%	31%[activator]	1%
2	O=C(NCc1cccs1)C1CC(=O)N(C2CCCC2)C1 (stereo not drawn)	-1%	-1%	6%	4%
3	CC1CCCCC1NC(=O)COc1ccc(-n2cnnn2)cc1 (stereo not drawn)	-6%	-3%	20%	5%
4	Cc1nn(CCCC(=O)NC2CCC(C)CC2)c(=O)c2nn(-c3ccccc3)c(C)c12 (stereo not drawn)	5%	-1%	-4%	2%
5	O=[N+]([O-])c1cncc([N+](=O)[O-])c1Nc1cccc(O)c1	-7%	3%	-16%	1%
6	O=C(c1cc(=O)[nH]c2ccccc12)N1CCN(c2ccccc2)CC1	-3%	-6%	0%	7%
7	Cc1nc(N2CCN(C)CC2)[nH]c(=O)c1Cc1cccc2ccccc12	7%	-4%	?	3%
8	O=C(Cc1ccccc1)NN=Cc1ccccc1	0%	.	0%	.

No.	AmpC inh no detg	HCMV antiviral	AMA1 RON2 block
1	-5%	-9	4%
2	-3%	8	10%
3	-8%	10	-1%
4	-4%	-19	13%
5	-14%	-24	-3%
6	4%	-17	-12%
7	15%	-28	12%
8	.	-1	1%

Among those listed so far, these have sulfur.
No.	canonical_smiles	Tb PYK inh	AmpC inh detg	HCV inh	LmPK inh
1	COCC(C)n1c(C)cc(C(=O)COC(=O)CN=C2NS(=O)(=O)c3ccccc32)c1C (stereo not drawn)	-2%	9%	31%[activator]	1%
2	O=C(NCc1cccs1)C1CC(=O)N(C2CCCC2)C1 (stereo not drawn)	-1%	-1%	6%	4%

No.	AmpC inh no detg	HCMV antiviral	AMA1 RON2 block
1	-5%	-9	4%
2	-3%	8	10%

Later entries.
No.	canonical_smiles	Tb PYK inh	AmpC inh detg	HCV inh	LmPK inh
9	CCC(=O)c1ccc(N2CCN(C(=O)c3cccc(F)c3)CC2)c(F)c1	2%	-2%	-18%	5%
10	COc1ccc(CCNC(=O)c2cc(S(=O)(=O)N(C)C)ccc2N2CCCC2)cc1	1%	-5%	13%	3%
11	O=C(/C=C/c1ccco1)c1ccc(O)cc1	.	1%	.	10%
12	COc1cc2cnc(-c3ccccc3)c(-c3ccc([N+](=O)[O-])cc3)c2cc1OC	7%	0%	3%	.
13	COc1ccc(-c2oc3ccc(-c4ccc(OC)nc4)cc3c2C#CC2(O)CCCCC2)cc1	4%	?	?	1%
14	CS(=O)(=O)N1Cc2cc(C(=O)NCC3CC3)nc(-c3cccc(-c4cccnc4)c3)c2[C@H]1CCO	5%	.	.	.
15	COC(=O)C1=CO[C@@H](O[C@@H]2O[C@H](CO)[C@@H](O)[C@H](O)[C@H]2O)C2C1CC(O)O[C@H]2C (stereo partly drawn)	-13%	.	48%[activator]	.
16	CCn1c(SCc2ccc(OC)cc2)nnc1-c1ccncc1	2%	-5%	-11%	0%

No.	AmpC inh no detg	HCMV antiviral	AMA1 RON2 block
9	4%	-26	-10%
10	-1%	?	-9%
11	-31%	.	.
12	-16%	-27	2%
13	2%	-11	11%
14	.	17	-4%
15	-14%	7	-4%
16	-3%	-37	3%

Reprinted: entries 15–16
No.	canonical_smiles	Tb PYK inh	AmpC inh detg	HCV inh	LmPK inh
15	COC(=O)C1=CO[C@@H](O[C@@H]2O[C@H](CO)[C@@H](O)[C@H](O)[C@H]2O)C2C1CC(O)O[C@H]2C (stereo partly drawn)	-13%	.	48%[activator]	.
16	CCn1c(SCc2ccc(OC)cc2)nnc1-c1ccncc1	2%	-5%	-11%	0%

No.	AmpC inh no detg	HCMV antiviral	AMA1 RON2 block
15	-14%	7	-4%
16	-3%	-37	3%

Remaining list, next part
No.	canonical_smiles	Tb PYK inh	AmpC inh detg	HCV inh	LmPK inh
17	O=C(Nc1nc(-c2cccs2)c(C(=O)C(F)(F)F)s1)c1ccco1	2%	-6%	0%	-2%
18	COC(C[C@@H]1O[C@H]1[C@H](O)COCc1ccccc1)OC	1%	0%	11%	2%
19	CCOc1ccc(NC(=O)CN(C)C(=O)c2ccc(C)o2)cc1OCC	-5%	-3%	?	3%
20	COc1cc(Br)c(CC(=O)NNC(=O)c2ccc(F)cc2)cc1OC	-5%	.	1%	.
21	O=C(Cc1cc(=O)[nH]c(=O)[nH]1)NCc1ccccc1	3%	?	-12%[8.37 µM]	-7%
22	O=C(COC(=O)c1cc(Cl)ccc1O)NNC(=O)c1ccccc1F	-6%	.	24%	.
23	Cc1ccc(OCC(=O)NCC(=O)Nc2ccc(F)c(F)c2F)c([N+](=O)[O-])n1	-15%	-4%	26%	3%
24	Cc1[nH]c(=O)[nH]c(=O)c1S(=O)(=O)Nc1ccc(F)c([N+](=O)[O-])c1	-6%	0%	2%	-5%

No.	AmpC inh no detg	HCMV antiviral	AMA1 RON2 block
17	-24%	-16	-8%
18	55%	14	9%
19	-5%	75	6%
20	-22%	-23	44%[activator]
21	-17%	53	6%
22	-27%	-27	73%[activator]
23	-5%	2	12%[2.32 µM]
24	-5%	43	-5%

Following part:
No.	canonical_smiles	Tb PYK inh	AmpC inh detg	HCV inh	LmPK inh
25	Cc1ccc(CSc2nnc3nc(C)cc(C)n23)cc1	-5%	-16%	9%	3%
26	O=C1Nc2ccc(F)cc2C12OCCO2	-6%	0%	-1%	-4%
27	COc1ccc(C(C)NC(=O)C23CC4CC(CC(C4)C2)C3)cc1 (stereo not drawn)	3%	?	0%	-7%
28	COC(=O)C1=NN(C(=O)c2cccc(Br)c2)C(O)(c2ccc(Cl)cc2)C1 (stereo not drawn)	5%	-3%	-5%	11%
29	NS(=O)(=O)c1ccc2nc(NC(=O)C3CCCO3)sc2c1 (stereo not drawn)	1%	-8%	-2%	2%
30	COc1ccc(C(=O)NCC(c2ccc3c(c2)OCO3)N2CCN(c3ccc(OC)cc3)CC2)cc1 (stereo not drawn)	1%	-15%	?	.
31	COc1ccc(CNC(=O)CCC(=O)Nc2nnc(CC(C)C)s2)cc1	1%	-5%	-9%	-1%
32	COc1ccccc1-c1nnc(SCC(=O)NCc2ccco2)n1N	4%	-6%	19%	3%

No.	AmpC inh no detg	HCMV antiviral	AMA1 RON2 block
25	-14%	-84*	-4%
26	-3%	-26	-12%
27	-8%	-8	-2%
28	-46%	-12	80%[activator]
29	-12%	?	-7%[2.32 µM]
30	-9%	-28	0%
31	4%	22	-7%
32	-12%	3	-4%

Other structures
No.	canonical_smiles	Tb PYK inh	AmpC inh detg	HCV inh	LmPK inh
33	Cc1cccc(NS(=O)(=O)c2ccc3c(c2)OCC(C(=O)N2CCCC2)O3)c1C (stereo not drawn)	2%	-7%	.	.
34	O=C(NCc1ccc(F)cc1)Nc1nnc([C@H]2C[C@H](O)[C@@H](CO)O2)s1	1%	.	.	.
35	O=C(c1ccc(CS(=O)(=O)Cc2ccccc2)cc1)N1CCCCC1	-6%	-3%	-17%	0%
36	COc1cccc(C(c2nnnn2-c2c(C)cccc2C)N2CCC(n3c(=O)[nH]c4ccccc43)CC2)c1OC (stereo not drawn)	-1%	.	.	.
37	COc1cc(/C=C/c2ccc3c([N+](=O)[O-])cccc3n2)ccc1OCC(=O)O	2%	?	2%	1%
38	Cc1sc2ncn(CC(=O)NCc3ccccn3)c(=O)c2c1S(=O)(=O)N1CCOCC1	-14%	?	1%&-9%	1%
39	O=C(NCc1ccccc1CN1CCCC1)c1ccc(S(=O)(=O)Nc2ccccc2)cc1	-5%	.	.	.
40	CCOc1ccccc1NC1=C(Cl)C(=O)N(c2ccccc2)C1=O	-3%	-10%	1%	3%

No.	AmpC inh no detg	HCMV antiviral	AMA1 RON2 block
33	.	-9	.
34	.	-1	1%
35	-10%	-3	0%
36	.	?	-19%
37	-15%	0	-15%
38	-19%	34	15%
39	.	-31	1%
40	-30%	?	-24%

Carrying on:
No.	canonical_smiles	Tb PYK inh	AmpC inh detg	HCV inh	LmPK inh
41	O=C(NCCCN1CCOCC1)c1ccc2c(c1)N(Cc1cccc(F)c1)C(=O)c1ccccc1S2	-17%	-6%	-10%	-4%
42	O=C(Oc1ccccc1C(=S)N1CCOCC1)c1cccc([N+](=O)[O-])c1	-2%	?	-14%	0%
43	CC(C)OC(=O)/C(C#N)=C/c1cn(Cc2ccccc2)c2ccccc12	-8%	-3%	?	2%
44	Cc1cc(Cl)ccc1OCC(=O)NCCOc1nc(N2CCOCC2)nc(N2CCOCC2)n1	3%	-3%	5%	-2%
45	C#CCOCCOCCOCCNc1nc(N2CCN(C(=O)[C@H](C)n3cc(CCCN=C(N)N)nn3)CC2)nc(N2CCN(C(=O)[C@H](Cc3ccc(O)cc3)n3cc(CCO)nn3)CC2)n1	.	?	-1%[8.37 µM]	2%
46	Cc1ccc(C)c(OCc2cc(C(=O)NC(C)c3cnn(C)c3)no2)c1 (stereo not drawn)	-3%	-4%	-12%	12%
47	Cc1cc(NCCNC2=CC(=O)CCC2)nc2ccccc12	-5%	1%	-7%	-3%
48	CC(C)NS(=O)(=O)c1ccc(OCC(N)=O)c(Cl)c1	0%	0%	10%	-6%

No.	AmpC inh no detg	HCMV antiviral	AMA1 RON2 block
41	212%[activator]	13	5%
42	-22%	-5	-1%
43	-19%	1	9%
44	17%	-8	?
45	124%[activator]	.	.
46	77%[activator]	-28	11%
47	-17%	8	2%
48	-13%	-15	10%

Remaining list, next part:
No.	canonical_smiles	Tb PYK inh	AmpC inh detg	HCV inh	LmPK inh
49	CCCn1c(N)c(N(CCOC)C(=O)CSc2cc(C)c3cccc(C)c3n2)c(=O)[nH]c1=O	-11%	-5%	10%	.
50	CCC(=O)NC(C)c1nc2ccccc2n1C (stereo not drawn)	10%	3%	14%	-1%
51	Cc1ccc(OCc2nc(C#N)c(NCc3ccc4c(c3)OCO4)o2)cc1	2%	-2%	?	1%
52	O=C(CC1CC2CCC1C2)OCC(=O)c1c[nH]c2ccccc12 (stereo not drawn)	-5%	-1%	0%	8%
53	CC(C)CC(=O)NC(=S)Nc1ccccc1C(=O)Nc1ccccc1	-4%	-10%	3%	-7%
54	O=C(CCCn1c(=O)c2ccccc2n(CC(=O)N2CCN(c3ccccc3)CC2)c1=O)NCc1ccco1	0%	-3%	?	1%
55	COc1ccc(C(CC(=O)Nc2ncccc2C)N2Cc3ccccc3C2=O)cc1OC (stereo not drawn)	-3%&-3%	-6%&11%	8%	1%

No.	AmpC inh no detg	HCMV antiviral	AMA1 RON2 block
49	-12%	-2	-9%
50	-23%	26	0%
51	-35%	-5	?
52	-4%	-3	?
53	-29%	10	94%[activator]
54	26%	-29	-2%
55	7%	6	0%
